Assay outcomes deposited in PubChem by several laboratories.
STAT1 inh – inhibitors of IFN-gamma induced STAT1 signaling | NIH 3T3 STAT1-luciferase reporter, luminescence | inhibition, % at 5.5 µM | 200,000 compounds, 0.35% hits | AID 920;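 active = inhibition above a set limit, the mean inhibition across all tested compounds plus 3 SD, cut at about 34% in these data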;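 also: 0% = IFN-gamma with DMSO and 100% = IFN-gamma with 300 µM nifuroxazide; values of inactives mirror those of a sister screen read the other way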
STAT3 activator – STAT3 signaling activation | U3A cells, IL-6 STAT3-luciferase reporter, luminescence; 100% = signal with IL-6 EC80 alone | activation (% of control), % at 5.6 µM | 190,000 compounds, 0.91% hits | AID 871;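 active = activation above the screen-wide mean of compound activation plus 3 SD, cut at about 130% in these data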;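 also: 0% = background luminescence of wells with medium and substrate only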
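Material: STAT3-luciferase reporter U3A cells; Probe or stimulus: IL-6 (33 ng/mL); Incubation: compound pre-incubation 1 h before IL-6, then 6 h stimulation at 37 °C; Technique: luminescence from STAT3-driven luciferase reporter; Evaluation: % activation versus median of IL-6-stimulated wells; Controls: IL-6-only high control.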
APP transl inh – APP translation inhibition. 190,000 compounds, 0.82% hits. AID 1285. SH-SY5Y APP 5'UTR-luciferase reporter, luminescence. inhibition, % at 2 µM;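 active = inhibition above a set limit, derived from the sample mean plus 3 SD, cut at about 45% in these data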; also: values of inactives mirror those of a sister screen read the other way
STAT1 activator – activators of IFN-gamma induced STAT1 signaling | NIH 3T3 STAT1-luciferase reporter, luminescence; 100% = IFN-gamma alone, no compound | activation (% of control), % at 5.5 µM | 200,000 compounds, 2.6% hits | AID 932;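 active = activation above the screen-wide mean activation plus 3 SD, cut at about 130% in these data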;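 also: raw ratio to IFN-gamma control signal so 100% means no change and 0% no light; values of inactives mirror those of a sister screen read the other way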
FLuc act counter – affects firefly luciferase, flagging false hits in luciferase stimulation screens | activation factor at 10 µM | 200,000 tested, under 10 active | ATPlite luciferase biochemical, luminescence, 10 min; 0 = ATP-free wells, 1 = DMSO control | P08659 | AID 1027;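 active = luciferase activation factor, scaled between plate controls, of at least 2 with compound at 10 µM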
Target sequence (P08659 whole entry, looked up): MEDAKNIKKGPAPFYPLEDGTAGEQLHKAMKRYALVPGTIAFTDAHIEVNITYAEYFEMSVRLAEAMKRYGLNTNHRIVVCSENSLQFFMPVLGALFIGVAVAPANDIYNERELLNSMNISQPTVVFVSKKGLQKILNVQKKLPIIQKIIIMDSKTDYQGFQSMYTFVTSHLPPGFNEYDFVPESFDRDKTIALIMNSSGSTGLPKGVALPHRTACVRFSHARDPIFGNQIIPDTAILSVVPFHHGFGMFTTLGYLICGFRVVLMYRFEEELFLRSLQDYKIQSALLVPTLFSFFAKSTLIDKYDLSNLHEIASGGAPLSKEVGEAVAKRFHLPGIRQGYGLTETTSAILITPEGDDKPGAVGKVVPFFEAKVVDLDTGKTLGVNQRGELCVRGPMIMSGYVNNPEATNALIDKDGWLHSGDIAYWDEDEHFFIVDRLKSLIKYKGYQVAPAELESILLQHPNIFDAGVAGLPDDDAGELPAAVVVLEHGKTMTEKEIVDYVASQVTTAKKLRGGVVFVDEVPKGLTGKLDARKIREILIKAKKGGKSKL
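System: luciferase plus luciferin reagent, cell-free; medium: PBS as buffer for the ATP substrate; dosing: test compounds dosed from 2 mM stocks in 100% DMSO; timing: 10 min post-reagent at room temperature; measured by: luminescence measurement of luciferase light output; evaluation: luciferase activation, seen as luminescence increase over controls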
STAT3 blocker – STAT3 signaling inhibition; U3A cells, IL-6 STAT3-luciferase reporter, luminescence; host cell line lacks STAT1; inhibition, % at 5.5 µM; 190,000 compounds, 0.89% hits; AID 862;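 active = inhibition above the mean inhibition across all screened compounds plus 3 SD, cut at about 44% in these data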;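 also: 0% = DMSO only wells and 100% = 100 µM nifuroxazide control wells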
ROMK mod – human ROMK K+ channel modulation, primary screen; Tet-inducible ROMK, thallium flux fluorescence; actives lie on both sides; B-score at 10 µM; AID 1918; 130,000 compounds, 2% hits; P48048;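 active = signal ratio slope over the read window, or its plate-corrected B-score, at least 3 SD from the plate mean, either direction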;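 also: B-score of the F/F0 ratio slope over 7 to 12 s after thallium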
Target sequence (P48048 whole entry, looked up): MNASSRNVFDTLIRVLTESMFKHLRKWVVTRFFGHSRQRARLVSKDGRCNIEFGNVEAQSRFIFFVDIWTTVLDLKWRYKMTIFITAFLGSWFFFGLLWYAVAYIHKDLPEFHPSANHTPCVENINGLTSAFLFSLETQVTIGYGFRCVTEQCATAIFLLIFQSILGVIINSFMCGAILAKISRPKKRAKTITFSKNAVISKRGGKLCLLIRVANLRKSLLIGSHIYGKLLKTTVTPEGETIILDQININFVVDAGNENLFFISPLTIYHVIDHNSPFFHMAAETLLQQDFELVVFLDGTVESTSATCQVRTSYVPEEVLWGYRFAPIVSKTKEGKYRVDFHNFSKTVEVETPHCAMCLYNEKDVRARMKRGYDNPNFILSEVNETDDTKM
NF-kB expr up – NF-kB expression increase, human neuronal cells; NF-kB reporter expression; active compounds read high; fold change at 12.5 µM; 190,000 compounds, 1.6% hits; AID 1239; in the data active = fold change above about 3.3
FLuc inhib CS – inhibits firefly luciferase, flagging false hits in luciferase inhibition screens; P08659; 200,000 compounds, 1.5% hits; ATPLite firefly luciferase biochemical luminescence, 10 min; inhibition, % at 10 µM;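 active = inhibition above about 50% when tested at 10 µM, limit read from the data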
APP 5'UTR act – activates APP 5'UTR luciferase reporter. SH-SY5Y APP 5'UTR luciferase reporter, luminescence; zero percent = DMSO vehicle wells. activation, % at 2 µM. 190,000 compounds, 1% hits. AID 1276;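 active = activation above a set limit, based on mean plus 3 SD of controls, cut at about 140% in these data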; also: values of inactives mirror those of a sister screen read the other way
* hit, by the source's call; x = not tested or not shown.

SMILES | STAT1 inh | STAT3 activator | APP transl inh | STAT1 activator | FLuc act counter | STAT3 blocker | ROMK mod | NF-kB expr up | FLuc inhib CS | APP 5'UTR act
O=C(CNC(=O)c1cc2c(s1)CCC2)Nc1ccccc1Br | -9 | 95 | -25 | 108 | 1 | 6 | 0.21 | 1.9 | 3 | 25
Cc1c(-n2c(SCC(=O)C(C)(C)C)nc3ccccc3c2=O)c(=O)n(-c2ccccc2)n1C | 3 | 95 | 4 | 97 | 1 | 8 | -0.11 | 1.2 | -4 | -4
Cc1cccc(NC(=O)C2(C)CC3c4ccccc4C2c2ccccc23)c1C (configuration not stated) | 4 | 108 | 7 | 96 | 1 | -15 | x | 1.2 | 4 | -7
CC1=C(C(=O)Nc2ccc(F)cc2)C(c2ccc(C)o2)C2=C(CC(C)(C)CC2=O)N1 (configuration not stated) | 4 | 99 | -9 | 96 | 1 | 3 | x | 1.2 | 1 | 9
CCOC(=O)c1ccc(N/C=C/C(=O)c2ccc(OC)c(OC)c2)cc1 | -5 | 93 | -12 | 105 | 1 | 9 | x | 1.1 | -4 | 12
O=C(NC1CC1)c1ccc(CS(=O)(=O)c2c(Cl)cccc2Cl)o1 | 4 | 89 | 1 | 97 | 1 | 22 | x | 1 | -1 | -1
c1ccc(Oc2ccc(-n3cnnn3)cc2)cc1 | -1 | 98 | -6 | 101 | 1 | 6 | x | 1.3 | -1 | 6
COC(=O)C1CC(c2ccc(Cl)cc2)=NO1 (configuration not stated) | -5 | 102 | -6 | 102 | 1 | 8 | 0.0061 | 0.92 | 1 | 6
CCn1cc(/C=C/C(=O)Nc2c(C)nn(Cc3ccccc3C)c2C)cn1 | 10 | 97 | -5 | 90 | 1 | 4 | 0.74 | 1.1 | -2 | 5
O=C(COc1ccccc1)N/N=C/c1ccc([N+](=O)[O-])o1 | -8 | 102 | 0 | 107 | 1 | -8 | x | 0.79 | 2 | 0
COc1cc(C2C3=C(CCCC3=O)Nc3ccc4ncccc4c32)ccc1O (configuration not stated) | -6 | 91 | -4 | 104 | 1 | 17 | 0.24 | 1.2 | 2 | 4
CCOC(=O)CC(=O)CSc1nc2ccc(OC)cc2cc1C | -2 | 96 | 6 | 102 | 1 | 10 | 0.84 | 1.4 | -4 | -6
c1ccc(-c2nnc(-c3ccncc3)o2)cc1 | -28 | 98 | -29 | 117 | 1 | 3 | -0.91 | 1.8 | 2 | 29
Nc1ccc(-c2nc3c(Cl)c(N)ccc3[nH]2)cc1 | 4 | 98 | 8 | 96 | 0.8 | 9 | x | 0.61 | 25 | -8
Cc1ccc(-n2c(SCC(N)=O)nc3c(c2=O)C2(CCCC2)Cc2ccccc2-3)cc1 | 5 | 101 | 4 | 96 | 1.2 | -3 | x | 1.1 | -18 | -4

Part of the list above, as labelled records:
CCOC(=O)CC(=O)CSc1nc2ccc(OC)cc2cc1C
  STAT1 inh: -2; STAT3 activator: 96; APP transl inh: 6; STAT1 activator: 102; FLuc act counter: 1; STAT3 blocker: 10; ROMK mod: 0.84; NF-kB expr up: 1.4; FLuc inhib CS: -4; APP 5'UTR act: -6

c1ccc(-c2nnc(-c3ccncc3)o2)cc1
  STAT1 inh: -28; STAT3 activator: 98; APP transl inh: -29; STAT1 activator: 117; FLuc act counter: 1; STAT3 blocker: 3; ROMK mod: -0.91; NF-kB expr up: 1.8; FLuc inhib CS: 2; APP 5'UTR act: 29

Further results follow.
SMILES | STAT1 inh | STAT3 activator | APP transl inh | STAT1 activator | FLuc act counter | STAT3 blocker | ROMK mod | NF-kB expr up | FLuc inhib CS | APP 5'UTR act
CCCOP(=O)(OCCC)C(Nc1cccc(C(F)(F)F)c1)c1ccc(C)cc1 (configuration not stated) | 2 | 97 | -6 | 99 | 1.1 | 4 | x | 0.88 | -6 | 6
Cc1[nH]c2ccccc2c1N=Nc1ccc(F)cc1 | -11 | 125 | -24 | 108 | 1 | -29 | 0.013 | 1.4 | -2 | 24
COc1cccc(-n2nnnc2SCC(=O)NCc2ccc3c(c2)OCO3)c1 | -8 | 103 | 10 | 107 | 1 | 3 | x | 1.1 | -2 | -10
CS(=O)(=O)c1ccc2nc(NC(=O)CC3CCCC3)sc2c1 | -9 | 91 | -10 | 107 | 1 | 16 | x | 0.82 | -2 | 10
O=C(NC(c1ccccc1)c1ccccc1)c1ccc(S(=O)(=O)C(F)F)cc1 | -3 | 102 | -1 | 103 | 1.1 | 1 | x | 1.3 | -6 | 1
Cc1oc(-c2cccc(Cl)c2)nc1CSCC(=O)O | -2 | 87 | -1 | 102 | 1.1 | 20 | x | 1 | -5 | 1
COc1ccc(NC(=O)c2nc3ccccc3s2)cc1 | -69 | 67 | -208 | 161* | 0.4 | 42 | 0.77 | 7.5* | 61* | 208*
C=C(C)C1Cc2c(C)nn(-c3cc(C)c4ccccc4n3)c2C1 (configuration not stated) | 3 | 99 | -5 | 95 | x | 5 | x | x | x | 5
Cc1nc2ccccc2c2oc(C(=O)NCCN3CCN(C)CC3)cc12 | 1 | 95 | 14 | 99 | 1.1 | 15 | x | 1.1 | -7 | -14
CC(NC(=O)/C(C#N)=C/c1cn(-c2ccccc2)nc1-c1ccc(F)cc1)c1ccccc1 (configuration not stated) | 17 | 101 | 12 | 84 | 1 | -3 | 0.07 | 1.1 | -2 | -12
FC(F)Oc1ccccc1NC(=S)Nc1cccnc1 | 7 | 98 | 11 | 93 | 1 | 7 | 0.96 | 1.1 | -1 | -11
Cc1nn(Cc2ccccc2)c(C)c1NC(=O)CCCn1nc(C)c([N+](=O)[O-])c1C | 1 | 98 | -3 | 99 | 1 | 1 | x | 1.2 | -4 | 3
C=CCC(=O)OCC(=O)Nc1ccc(Cl)cn1 | -2 | 103 | 10 | 102 | 1.1 | 2 | 0.25 | 1.4 | -6 | -10
COc1ccc(-c2cc(C(F)(F)F)n3nc(N)nc3n2)cc1 | -13 | 94 | 0 | 105 | 0.9 | 7 | 0.93 | 1.4 | 8 | 0
N#CC1=C(N)SC(N)=C(C#N)C1CCc1ccccc1 | 16 | 88 | 2 | 85 | 1 | 17 | x | 0.75 | -3 | -2
CC1Oc2ccccc2N(Cc2ccccc2F)C1=O (configuration not stated) | 0 | 102 | 6 | 96 | 1.1 | -1 | 0.32 | 1.1 | -11 | -6
CCOc1ccc(C(C(=O)NC2CCCCC2)N(C(=O)c2ccco2)c2ccc(-n3cnnn3)c(C)c2)cc1 (configuration not stated) | -10 | 100 | -6 | 106 | 1.1 | 2 | x | 1.1 | -8 | 6
CCOc1cc(C(=O)OCC(=O)Nc2cccc(C)c2)ccc1OCC(=O)N1CCOCC1 | 1 | 103 | 0 | 99 | 1 | 0 | x | 0.84 | -3 | 0
Cc1ccc(-c2n[nH]c(=S)n2/N=C/c2cc3c(cc2[N+](=O)[O-])OCO3)cc1 | -5 | 100 | 11 | 105 | 1 | 8 | x | 1.1 | -1 | -11
Cc1ccccc1Nc1c(-c2ccccn2)nc2c(C)cccn12 | 2 | 105 | -14 | 98 | 1.1 | -6 | -0.2 | 1.2 | -7 | 14
O=C(NC(=S)NCc1ccc2c(c1)OCO2)c1ccccc1 | -8 | 107 | 25 | 107 | 1.1 | -11 | -0.22 | 1.2 | -9 | -25
O=C(CCc1nc2ccccc2[nH]1)Nc1ccc2c(c1)OCO2 | -8 | 102 | 4 | 107 | 1 | -2 | x | 1.3 | 2 | -5
Cc1ccc2nc(Nc3ccccc3)c(/C=N/O)c(=O)n2c1 | 8 | 95 | 5 | 93 | 1 | 10 | -1.3 | 2.3 | 1 | -5
COc1cccc(-n2nnc3c(=O)n(CC(=O)Nc4ccccc4C)cnc32)c1 | -7 | 99 | -11 | 107 | 1 | 11 | 0.0043 | 1.1 | -4 | 11
Cc1ccc(S(=O)(=O)Nc2ccccc2CNc2ccccn2)cc1 | -11 | 105 | 14 | 110 | 1 | -7 | x | 1.3 | -1 | -14
CNC(=O)C(=O)Nc1nc(C23CC4CC(CC(C4)C2)C3)cs1 | -12 | 104 | -48 | 110 | 1 | -2 | -0.5 | 1.7 | 2 | 48
CC(=O)Nc1ccc(NC(=O)CSc2ncnn2-c2ccccc2)cc1 | 1 | 101 | 0 | 99 | 1 | 3 | x | 1 | -2 | 0
CCCOc1ccc(N2C(=O)CC(N(CCC)C(=O)CCC(=O)O)C2=O)cc1 (configuration not stated) | 5 | 95 | 8 | 96 | 1 | 12 | -0.3 | 1 | -2 | -8
CCCCc1ccc(NS(=O)(=O)c2cccs2)cc1 | 0 | 102 | 0 | 100 | 1.1 | 1 | x | 1 | -5 | 0
Cc1cc(C)nc(N2CCCC(C(=O)NCc3ccc4c(c3)OCO4)C2)n1 (configuration not stated) | 1 | 106 | 4 | 98 | 1 | -1 | -1 | 1.2 | 0 | -4
CC(=O)N(c1ccccc1C)S(=O)(=O)c1ccc(Cl)cc1 | -1 | 98 | 4 | 98 | 1 | 4 | 0.21 | 1 | -2 | -4
CCCSc1nnc(-c2cccc(S(=O)(=O)N(C)C)c2)n1-c1cc(OC)ccc1OC | 6 | 105 | -1 | 94 | 1.1 | 0 | -0.18 | 1.1 | -5 | 1
NC(=O)c1ccc(N2CCCCC2)c(N2C(=O)C3C4C=CC(C4)C3C2=O)c1 (configuration not stated) | 2 | 97 | 15 | 98 | 1 | 4 | -0.023 | 1.2 | -3 | -15
Cc1c(C(=O)Nc2cccc(Cl)c2)cn2c(nc3ccccc32)c1C#N | 7 | 95 | 16 | 94 | 1 | 6 | 0.71 | 1.4 | -1 | -16
CCOC(=O)c1c(C)nc2sc(C(=O)Nc3ccc(OC)cc3)c(N)c2c1-c1ccc(OC)cc1 | -9 | 89 | 2 | 108 | 1 | 11 | -0.14 | 0.67 | -4 | -2
COC(=O)C1=C(C(=O)OC)C2C(C)=CC(C)=CN2C(C(=O)OC)=C1C(=O)OC (configuration not stated) | 2 | 103 | 0 | 98 | 1.1 | -6 | -1.1 | 1.3 | -6 | 0
CCS(=O)(=O)N1CCN(c2cnn(-c3ccccc3)c(=O)c2Cl)CC1 | 1 | 98 | 6 | 98 | 1 | 10 | 0.044 | 1 | 3 | -6
CNc1nc(NCCOC23CC4CC(CC(C4)C2)C3)nc(OCC(F)(F)F)n1 | 14 | 108 | 14 | 87 | 1.1 | -5 | x | 0.68 | -9 | -14
CC1(C)OC2OC(COC(=O)c3ccccc3)C3OC(C)(C)OC3C2O1 (configuration not stated) | -14 | 110 | -10 | 112 | 1 | -13 | x | 1.4 | -5 | 10
Cc1ccc(SCC(=O)Nc2ccc(N3CCN(C)CC3)c(F)c2)c(C)c1 | 0 | 102 | -4 | 98 | 0.8 | 5 | -0.065 | 1.2 | 20 | 3
CCOC(=O)CSc1nnc(CSc2nc(N)c3c(C)c(C)sc3n2)n1-c1ccccc1 | 2 | 102 | -16 | 98 | 1 | 0 | -0.39 | 0.99 | -5 | 16
COC(=O)C1=CC(C(=O)c2cccs2)=NN(c2ccc(OC)cc2)C1C(=O)OC (configuration not stated) | 5 | 96 | 20 | 95 | 1 | 6 | -0.31 | 1.1 | -2 | -20
CC(=O)c1cccc(NC(=O)C2CCN(C(=O)c3ccc([N+](=O)[O-])cc3)CC2)c1 | 1 | 97 | 12 | 97 | 1.1 | 7 | -0.32 | 0.77 | -6 | -12
O=C(Oc1cccc(Br)c1)c1cccnc1 | 1 | 102 | 7 | 99 | 1.1 | 0 | x | 1.1 | -7 | -7
